PL synth Enamine – blocks phospholipid synthesis in CHO cells, Enamine compounds | ZR-82 CHO cells, pyrene fatty acid UV survival, CellTiter Blue; peroxisome-deficient CHO-K1 mutant line; plus DGAT-1, DGAT-2 and ACAT inhibitors | calls only at 10 µM | 20,000 compounds, 0.4% hits | AID 1347385;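 active = cell survival signal 2 SD away from solvent-only control wells, confirmed on one or two retests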;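 note: 3 h compound exposure then viability read about one day after UV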
Calls only; i = inactive; + = active, no number. A portion of the library; count on the stated rates, not on these rows.

SMILES	PL synth Enamine
COC(=O)C1=C(C)Nc2c(c(=O)n(C)c(=O)n2C)C1c1sccc1C (stereo not given)	i
O=c1c2c3c(sc2nc2n1CCC2)CCCCC3	i
O=[N+]([O-])c1cc(S(=O)(=O)N2CCCCC2)ccc1Sc1cccc[n+]1[O-]	i
Fc1ccc(NN=C2c3ccccc3-c3ccccc32)cc1	+
O=C(N/N=C/c1ccc([N+](=O)[O-])o1)c1cnccn1	i
NC(=O)C1CCCN(C(=S)NC2CCCCC2)C1 (stereo not given)	i
Cc1cc(C(=O)Cn2cc(C(F)(F)F)cc(Cl)c2=O)c(C)n1Cc1ccco1	i
Cc1nn(CC(=O)NCC(F)(F)F)c(C)c1S(=O)(=O)N(C)C	i
Cn1ccsc1=NC(=O)Cc1coc2ccc3ccccc3c12	i
Cc1ccc(/C=C/c2nc3cc(C)c(C)cc3s2)c(C)c1	i
C1=C(c2ccccc2)Nc2nnnn2C1c1ccccc1 (stereo not given)	i
C=CCn1c(=S)[nH]c2sc3c(c2c1=O)CCCC3	i
CCCCC(=O)Nc1nnc(C)s1	i
CCOC(=O)c1[nH]c(C)c(C(=O)OCCCn2c(=O)c3c(ncn3C)n(C)c2=O)c1C	i
NC(=O)NCC(=O)O	i
COC(=O)c1ccc(CC2(Cc3ccc(C(=O)OC)o3)C(=O)N(C)C(=O)N(C)C2=O)o1	i
Cc1cc(/C=C/c2sc3ccccc3[n+]2CCCS(=O)(=O)[O-])c(C)n1-c1ccc(I)cc1	i
C=CC[P+](N(CCC)CCC)(N(CCC)CCC)N(CCC)CCC	i
FC(F)(F)c1cccc(C2Oc3ccccc3C3CC(c4ccc5c(c4)OCCO5)=NN32)c1 (stereo not given)	i
O=P1(NCc2ccccc2)C=C(c2ccccc2)SC(c2ccccc2)=C1	i
O=C1CSC(=NC(=O)NC2CCCCC2)N1	i
COC(=O)c1csc(S(=O)(=O)N2CCNCC2)c1	i
O=C(CSc1nnc(C2CC2)n1C1CC1)c1ccc[nH]1	i
Cc1cc(C)n2c(=S)n(CN3CCN(S(=O)(=O)c4cccc(Br)c4)CC3)nc2n1	i
Cc1cc(C)cc(-c2nnc(SCc3cc(C)on3)o2)c1	i

Compounds above that have a thiophene ring, fused or not, in the order listed:
SMILES	PL synth Enamine
COC(=O)C1=C(C)Nc2c(c(=O)n(C)c(=O)n2C)C1c1sccc1C (stereo not given)	i
O=c1c2c3c(sc2nc2n1CCC2)CCCCC3	i
C=CCn1c(=S)[nH]c2sc3c(c2c1=O)CCCC3	i
COC(=O)c1csc(S(=O)(=O)N2CCNCC2)c1	i

Carrying on:
SMILES	PL synth Enamine
Cc1nc(SCC(=O)N(C(C)C)C(C)C)n(CC(C)C)c1C	i
O=c1cc(CSc2nn(-c3ccc(F)cc3)c(=S)s2)c2ccc(O)cc2o1	i
O=C1c2ccccc2C(=O)c2c1oc1c3c(ccc21)OCN(CCCn1ccnc1)C3	i
O=c1oc2cc(Cl)ccc2n1CN1CCCC1c1cccs1 (stereo not given)	i
NC(=S)CC(=O)N1CCOCC1	i
O=S(=O)(N/N=C/c1ccc(Br)cc1)c1ccc(Br)cc1	i
Cc1cc(=S)nc(C(C)C)[nH]1	i
O=c1c2ccccc2nc2c3ccccc3cnn12	i
O=C(Cn1cc(C(F)(F)F)ccc1=O)NCC(F)(F)F	i
Fc1ccc(-c2cc3ncnc(Sc4nnc(-c5ccc6c(c5)OCO6)o4)c3s2)cc1	i
CCC(=C\c1sc2ccc(C)cc2[n+]1CCCS(=O)(=O)[O-])/C=C1/Sc2ccc(C)cc2N1CCO	i
COC(=O)C1=C(C)Nc2ncnn2C1c1ccco1 (stereo not given)	i
CCCCn1c(=O)n(Cc2cc(=O)n3ccsc3n2)c(=O)c2c1ncn2Cc1ccco1	i
O=C(O)C1CCCN(S(=O)(=O)c2ccc(Br)s2)C1 (stereo not given)	i
Fc1ccc(N=c2scc(-c3ccc(OC(F)F)cc3)n2/N=C/c2ccc3c(c2)OCO3)c(F)c1	i
Nc1ccc(NS(=O)(=O)c2ccc3c(c2)OCCO3)cc1[N+](=O)[O-]	i
COc1cc2nc(CC3CC4CCC3C4)oc(=O)c2cc1OC (stereo not given)	i
COC(=O)Cc1cc(=O)[nH]c(SCC2CCCCO2)n1 (stereo not given)	i
CCC(C)(C)C1CCC(=NNc2ccc([N+](=O)[O-])cc2)CC1 (stereo not given)	i
Nc1nc(SCC(=O)CSc2n[nH]c(N)n2)n[nH]1	i
O=C(Nc1ccc2c(c1)OCO2)C1CC(=O)N(c2ccc3c(c2)OCCO3)C1 (stereo not given)	i
O=S(=O)(c1ccc(N2CCN(Cc3ccc4c(c3)OCO4)CC2)nc1)N1CCCC1	i
CCN(CC)S(=O)(=O)c1ccc(N/N=C(\C)c2ccncc2)nc1	i
Cc1cc(C)c(C(=O)CSc2nnc(C)c(=O)[nH]2)cc1C	i
CC(NP1(=O)C=C(c2ccccc2)OC(c2ccccc2)=C1)C1CC2CCC1C2 (stereo not given)	i

(cont.)
SMILES	PL synth Enamine
c1ccc(C2=Nc3ccccc3SC2c2nc3ccccc3[nH]2)cc1 (stereo not given)	i
CSC(=NS(=O)(=O)c1ccc(C)cc1)N1CCN(S(=O)(=O)c2cc(C)ccc2C)CC1	i
COc1ccc(C2=CSC3=NS(=O)(=O)CCN23)cc1Br	i
COc1cc(Nc2cccc[n+]2C)cc(OC)c1OC	i
CC(NC(=O)C12CC3CC(CC(C3)C1)C2)C1CC2CCC1C2 (stereo not given)	i
c1ccc(-n2c(-c3ccc4c(c3)OCCO4)c[n+]3c2SCCC3)cc1	i
CC1CCC(C(C)C)C(OC(=O)COC(=O)C2CCN(S(=O)(=O)c3cccs3)CC2)C1 (stereo not given)	i
O=S(=O)(Nc1ccc2c(c1)OCCO2)c1c(F)cc(F)c(Cl)c1F	i
CN(C)CCNC(=S)Nc1ccc2c(c1)OCCO2	i
O=c1cc(CNCCCN2CCOCC2)c2cc3c(cc2o1)CCC3	i
Fc1ccc(C2=NN3C(C2)c2ccccc2OC3c2ccc(OC(F)F)cc2)cc1 (stereo not given)	i
CC1CN(C)C(=N)S1 (stereo not given)	i
c1ccc(-c2cc(CSc3nnnn3C3CC3)no2)cc1	i
Fc1c(F)c(Oc2ccccc2)c(F)c(F)c1Oc1ccccc1	i
Nc1ccc(S(=O)(=O)NC2CCS(=O)(=O)C2)cc1 (stereo not given)	i
Cc1sc2ncnc(Sc3nnc(CN4CCCC4=O)o3)c2c1C	i
Cc1nn(C)c(C)c1S(=O)(=O)N(Cc1ccco1)Cc1ccco1	i
Cc1noc(C)c1CCC(=O)Nc1nc(-c2ccco2)c(-c2ccco2)s1	i
CC(OC(=O)C1(C)CC1(Cl)Cl)C(N)=O (stereo not given)	i
Cc1ccc2nc(COC(=O)c3cc4c(s3)CCCCC4)cc(=O)n2c1	i
O=C(/C=C/c1ccco1)NC12CC3CC(CC(C3)C1)C2	i
CC1CCc2c(sc3ncnc(SC(C)C(=O)c4c(N)n(C)c(=O)n(C)c4=O)c23)C1 (stereo not given)	i
CCOC(=O)c1c(C)[nH]c(C)c1C(=O)COC(=O)c1cc2c(s1)CCC2	i
C=CCNc1nnc(SCC(=O)NC(=O)c2cccn2C)s1	i
COc1cc(C=Nc2cc(F)ccc2F)cc(OC)c1OC	i

By substructure: those above containing an aryl thioether with sulfur outside any ring
SMILES	PL synth Enamine
O=[N+]([O-])c1cc(S(=O)(=O)N2CCCCC2)ccc1Sc1cccc[n+]1[O-]	i
O=C(CSc1nnc(C2CC2)n1C1CC1)c1ccc[nH]1	i
Cc1cc(C)cc(-c2nnc(SCc3cc(C)on3)o2)c1	i
Cc1nc(SCC(=O)N(C(C)C)C(C)C)n(CC(C)C)c1C	i
O=c1cc(CSc2nn(-c3ccc(F)cc3)c(=S)s2)c2ccc(O)cc2o1	i
Fc1ccc(-c2cc3ncnc(Sc4nnc(-c5ccc6c(c5)OCO6)o4)c3s2)cc1	i
COC(=O)Cc1cc(=O)[nH]c(SCC2CCCCO2)n1 (stereo not given)	i
Nc1nc(SCC(=O)CSc2n[nH]c(N)n2)n[nH]1	i
Cc1cc(C)c(C(=O)CSc2nnc(C)c(=O)[nH]2)cc1C	i
c1ccc(-c2cc(CSc3nnnn3C3CC3)no2)cc1	i
Cc1sc2ncnc(Sc3nnc(CN4CCCC4=O)o3)c2c1C	i
CC1CCc2c(sc3ncnc(SC(C)C(=O)c4c(N)n(C)c(=O)n(C)c4=O)c23)C1 (stereo not given)	i
C=CCNc1nnc(SCC(=O)NC(=O)c2cccn2C)s1	i

Other compounds:
SMILES	PL synth Enamine
Fc1ccc(C2=CC(c3ccc(Cl)cc3)n3nc(C(F)(F)F)nc3N2)cc1 (stereo not given)	i
CON(C)S(=O)(=O)c1c(C)c(C)c(C)c(C)c1C	i
O=C(CC1SC(=O)NC1=O)Nc1ccc(F)cc1 (stereo not given)	i
Clc1c(-c2nnc(SCc3csc(-c4ccccc4)n3)o2)sc2ccccc12	i
Cc1c2c(c(C)n1-c1ccccc1)P(=Nc1ccc([N+](=O)[O-])cc1)(c1ccccc1)N(c1ccccc1)N=C2 (stereo not given)	i
CCC(=O)Nc1nnc(C)s1	i
Cc1ccnc(NS(=O)(=O)c2ccc(Cl)c(C(F)(F)F)c2)c1	i
Nc1nccnc1C(=O)O	i
O=C(Cn1cc(C(F)(F)F)cc(Cl)c1=O)c1ccc[nH]1	i
CCCn1c(C)cc(C(=O)CN2C(=O)NC3(CCCc4sccc43)C2=O)c1C (stereo not given)	i
S=C(NCC1CCCO1)Nc1ccc(N2CCCCC2)cc1 (stereo not given)	i
Cc1cc(=O)n2nc(CSc3nnnn3C3CC3)sc2n1	i
Clc1ccc(C2=CC(c3cccnc3)n3nnnc3N2)cc1 (stereo not given)	i
CCCCNC(=S)N/N=C/c1sccc1C	i
C=CCNS(=O)(=O)c1ccc2c(c1)OCCO2	i
CC(C)(C)P(=NC(=S)NC1CCS(=O)(=O)C1)(N1CCCCCC1)N1CCCCCC1 (stereo not given)	i
Cc1sc2nc(CN3CCOCC3)nc(Sc3nnnn3Cc3cccs3)c2c1C	i
CCCCCCCCCCC(=O)C[N+](C)(C)CC[N+](C)(C)CC(=O)CCCCCCCCCC	i
OC1(c2ccccc2F)CN(c2ccccc2)C2=[N+]1CCCS2 (stereo not given)	i
CCOC(=O)c1c(C)[nH]c(C)c1C(=O)COC(=O)CN1C(=O)NC(CC)(CC)C1=O	i
C/C(=N\N=c1/sc2ccccc2n1C)c1ccco1	i
Cc1nc(SCC(=O)NC23CC4CC(CC(C4)C2)C3)c2c3c(sc2n1)CCCC3	i
NC(=O)c1c(Cl)c(Cl)c(Cl)c(Cl)c1Cl	i
COC(=O)N=Nc1c(O)n(C)c2ccccc12	i
FC(F)n1c(-c2ccc(Br)cc2)nc(=S)c2ccccc21	i

Next section; it opens with the 3 that closed the last part.
SMILES	PL synth Enamine
NC(=O)c1c(Cl)c(Cl)c(Cl)c(Cl)c1Cl	i
COC(=O)N=Nc1c(O)n(C)c2ccccc12	i
FC(F)n1c(-c2ccc(Br)cc2)nc(=S)c2ccccc21	i
O=[N+]([O-])c1cc(C(F)(F)F)ccc1N=Nc1c(O)[nH]c2c(Br)cc(F)cc12	i
CC(C)(C)c1ccc(OCc2n[nH]c(=S)o2)cc1	i
Cc1nc(SCc2cc(Cl)cc3c2OCOC3)c2ccccc2n1	i
OC1(c2ccc(F)cc2)C[N+]2=C(SCCC2)N1CCc1ccccc1 (stereo not given)	i
CCOc1ccc(S(=O)(=O)N(C)C2(C)CCS(=O)(=O)C2)cc1 (stereo not given)	i
O=S(=O)(N/N=C/c1cccs1)c1ccc(Br)cc1	i
O=C1Nc2ccc(Cl)cc2/C1=C/c1ccc(Br)s1	i
Cc1cc(C)n(C(CC(=O)O)C(=O)O)n1 (stereo not given)	i
C=CCN=c1scc(-c2ccco2)n1/N=C/c1c[nH]c2ccccc12	i
CCCn1c(N)c(N(CCOC)C(C)=O)c(=O)[nH]c1=O	i
Cc1nn(Cc2cc(=O)n3c(C)csc3n2)c(C)c1[N+](=O)[O-]	i
C=CCNC(=S)NNC(=O)C12CC3CC(CC(C3)C1)C2	i
Fc1ccc(-n2nc(SCCOc3ccccc3)sc2=S)cc1	i
OC1(c2ccc(Br)cc2)CN2CCCC=C2N1C1CCCCC1 (stereo not given)	i
CCOC(=O)C1=C(COC(=O)CNC(=O)C23CC4CC(CC(C4)C2)C3)NC(=O)NC1C (stereo not given)	i
O=C(c1sc2ccccc2c1Cl)N1c2ccccc2Sc2ccccc21	i
Cc1cccn2c(=O)c3cc(C(=O)NC(C)C)sc3nc12	i
O=C(COc1cc(Cl)c(Cl)cc1Cl)Oc1ccc2c(c1)OCO2	i
Cc1nn(-c2ccccc2)c(C)c1P(=Nc1ccc(I)cc1)(c1ccccc1)N(C)C (stereo not given)	i
O=[N+]([O-])/C(C=Nc1ccc(C2CCCCC2)cc1)=C\Nc1ccc(C2CCCCC2)cc1	i
CS(=O)(=O)c1ccc2nc(NC(=O)c3ccc([N+](=O)[O-])s3)sc2c1	i
C(=N\n1cnnc1)/c1ccc(-c2ccccc2)cc1	i
O=C(CN1C(=O)C(=O)N(CCC2=CCCCC2)C1=O)NCC(F)(F)F	i
CC[n+]1cn(-c2nc3ccccc3nc2[N-]S(=O)(=O)c2cc(Cl)ccc2Cl)c2ccccc21	i
COCC(C)N=C1NN=C(c2ccc(C)c(C)c2)CS1 (stereo not given)	i

The listing continues:
SMILES	PL synth Enamine
c1ccc2nc3c(nc2c1)c1ccccc1n3CCN1CCOCC1	i
c1coc(-c2nnc(CSc3ccc4ccccc4n3)o2)c1	i
O=c1oc2ccccc2cc1-c1nn(-c2ccccc2)cc1/C=c1\sc2nc3ccccc3n2c1=O	i
OC(Cn1cncn1)c1ccc(Br)cc1Br (stereo not given)	i
CN1/C(=C\P(=Nc2ccc([N+](=O)[O-])cc2)(c2ccccc2)c2ccccc2)C(C)(C)c2ccccc21	i
NC(=O)C1Cc2ccccc2CN1Cn1c(=O)oc2ccccc21 (stereo not given)	i
FC(F)(F)c1nc(N2CCCC2c2ccc3c(c2)OCCO3)c2ccccc2n1 (stereo not given)	i
C/C(=N\N=C(N)N)c1ccco1	i
O=S(=O)(C1=Cc2ccccc2CC1)N1CCCCC1c1nc2ccccc2s1 (stereo not given)	i
C=CCn1c(SCc2cc(=O)n3c(C)csc3n2)nnc1C1CCCCC1	i

Compound activity from PubChem BioAssay.
